Screening data: PubChem BioAssay, National Center for Advancing Translational Sciences (NCATS)
BCR signal inh: inhibitors of chronic active B-cell receptor signaling; ABC-DLBCL IkBa-CBG/CBR reporter, luminescence ratio, 4 h; Potency, µM (top dose mostly 46.1 µM), without a hit: at the top dose ratio change, negative = lower green/red ratio, most hits filed as inhibitors; 340,000 tested, 0.05% active; active = well fitted inhibition curve with a large enough effect in the signal ratio, with a control signal flat, not every such curve was filed as active; inconclusive = small, poorly fitted or top-dose-only effect, or effect the other way, or a change in a side signal; the % refers to the signal ratio;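 note: potency is the fitted concentration of half-maximal effect; plate controls were basal doxycycline-induced cells for no effect and cells given 10 µM MG132 for full effect; MG132 reads +100%, hits lower the ratio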
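Compounds up to 46 uM were incubated four hours with TMD8 cells whose green CBG68 luciferase is fused to IkappaBalpha; red CBR luminescence normalised the signal, and concentration-effect curves were fitted to fusion, red and ratio data.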
B2AR arrestin: agonists driving beta-arrestin recruitment to human beta2-adrenergic receptor; 330,000 tested, 0.02% active; beta-arrestin recruitment to beta2AR, cell-based reporter; Potency, µM (top dose mostly 46.1 µM), inactives show at the top dose activation, most hits filed as activators; AID 492947; P07550;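 note: potency is the fitted concentration of half-maximal effect; 0% = DMSO controls and full agonism = EC100 isoproterenol or metaproterenol; nearly all actives have a fitted effect of over 65% in size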
Target sequence (P07550 whole entry, looked up): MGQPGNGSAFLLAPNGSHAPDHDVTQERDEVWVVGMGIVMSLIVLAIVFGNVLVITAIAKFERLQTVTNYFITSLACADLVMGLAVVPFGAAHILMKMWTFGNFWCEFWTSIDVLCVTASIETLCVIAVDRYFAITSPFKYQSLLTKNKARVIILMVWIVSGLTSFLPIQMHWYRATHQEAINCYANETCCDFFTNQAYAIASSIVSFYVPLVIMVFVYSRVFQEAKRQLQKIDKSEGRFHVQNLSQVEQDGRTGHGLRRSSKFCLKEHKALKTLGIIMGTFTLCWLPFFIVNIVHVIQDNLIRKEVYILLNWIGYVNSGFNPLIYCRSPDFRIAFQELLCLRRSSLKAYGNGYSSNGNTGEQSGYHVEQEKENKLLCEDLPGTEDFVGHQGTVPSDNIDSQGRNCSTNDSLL
Eya2 phos inh: inhibitors of human Eya2 phosphatase activity; AID 488837; Potency, µM (highest dose often 76.9 µM), inactives show at the top dose activity, negative = inhibition, hits mostly inhibitors; recombinant Eya2, OMFP fluorescence dephosphorylation (OMFP is methylfluorescein phosphate); O00167; 330,000 tested, 0.006% active; note: potency is the fitted concentration of half-maximal effect
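Eya2 (0.2 uM) preincubated 10 min at ambient with compound, then OMFP substrate added at 50 uM; 10 min reaction in 50 mM HEPES pH 7.5, 50 mM NaCl, 5 uM MgCl2, 0.05% BSA, 1 mM DTT. Fluorescence read at Ex 485/Em 525 nm.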
FBPA coupling cs: coupling enzyme interference in Giardia aldolase counter-screen | coupling enzyme system counterscreen, AmpLite Red fluorescence | activity change, negative = inhibition, % at 58.2 µM, hits read low | 290,000 tested, 0.67% active; in the data active = activity change below about -30%
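Coupling enzymes only (glyceraldehyde-3-phosphate) + compound, at 57.5 uM final, 10 min RT; add substrate/coupling/AmpLite Red mix, 20 min RT; fluorescence ex 525/em 598 nm. Actives flag coupling-system interference.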
KCNH2 3.1 block: blocks the human KCNH2 3.1 channel isoform; 340,000 tested, 0.95% active; AID 720553; activity change, % (tested at about 1.8 µM); U2OS KCNH2 3.1, thallium flux FluxOr; stronger effect = lower value;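 active = maximum activity change below -70%; inconclusive = maximum activity change from -70% to -50%; inactive = maximum activity change above -50%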;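 note: thallium influx rate constant from kinetic fluorescence after stimulation buffer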
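Normalized rate constant (relative to positive and negative DMSO controls) derived from a 2 min kinetic fluorescence read after stimulation; U2OS cells expressing the 3.1 isoform via virus at 1.77 x 10^8 /mL.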
Giardia killer: Giardia lamblia killing; Giardia lamblia trophozoite viability; 340,000 tested, 0.15% active; activity change, % at 7.66 µM, hits read low; in the data active = activity change below about -80%; inconclusive = between about -30% and that limit;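 note: parasites exposed to compound for two days anaerobically before the ATP read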
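Giardia lamblia trophozoites (100 cells/well) were incubated with compounds for 48 h at 37 deg C under anaerobic conditions. Viability was read as ATP content by one-step luminescence after 15-30 min at room temperature.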
GALK inhibitor: galactokinase (human) inhibition | Purified GALK, Kinase-Glo residual ATP luminescence | P51570 | 270,000 tested, 0.007% active | Potency, µM (series often up to 57.5 µM), inactives show at the highest dose activity change, negative = inhibition, hits mostly inhibitors; note: potency is the fitted concentration of half-maximal effect
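Galactose (100 uM) and ATP (35 uM) were turned over by 5 nM GALK for 1 h at RT. Kinase-Glo Plus then converted the remaining ATP into a luminescent signal.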
KCNH2 WT inh: KCNH2 (human, wildtype) channel inhibition | U2OS, BacMam KCNH2, thallium flux FluxOr; stronger effect = lower value | 340,000 tested, 0.37% active | AID 720551 | Q12809 | activity change, % at 1.84 µM;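 active = maximum activity change below -70%; inconclusive = maximum activity change between -70% and -50%; inactive = maximum activity change above -50%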
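U2OS cells were transduced with wild-type KCNH2 virus (2.03 x 10^8 / mL) for 4 h at room temperature, then cultured overnight at 37 C. Thallium flux was read with FluxOr dye. Rate constants were normalized to DMSO controls.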
USP2a inh: inhibitors of human ubiquitin-specific protease USP2a; USP2 core, Ub-CHOP2 coupled fluorogenic reporter, 485/531; Potency, µM (doses to about 38.3 µM), without a hit: at the top dose activity change, negative = inhibition, actives largely listed as inhibitors; 330,000 tested, 0.01% active;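 note: potency is the fitted concentration of half-maximal effect; plate controls were DMSO wells for no effect and full inhibition by NEM control for full effect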
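Cell-free coupled assay: 10nM USP2 core preincubated 30min RT with compound in Tris-HCl pH 8.0/CaCl2/CHAPS buffer, then 25nM Ub-CHOP2 and 25nM reporter substrate; fluorescence (Ex 485/Em 531) read after 60min RT, normalized to NEM inhibition, concentration-response curves fitted.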
uPA surface inh: inhibitors of cell surface uPA generation | AID 540303 | Potency, µM (top dose mostly 38.3 µM), for inactives: top-dose activity change, negative = inhibition, most hits filed as inhibitors | 330,000 tested, 0.31% active | cell surface uPA generation assay, qHTS; active = well fitted inhibition curve with a large enough effect; inconclusive = small, poorly fitted or top-dose-only effect; inactive = no such curve, though single readings can be large or run the other way; tested in mouse RAW 264.7 cells; note: potency is the fitted concentration of half-maximal effect; nearly all actives have a fitted effect of over 55% in size
PKM2 activator: activators of human pyruvate kinase M2; 260,000 tested, 0.34% active; AID 1631; purified PKM2, Kinase-Glo ATP luminescence, activation; response scale: 0% is enzyme alone, no compound; Potency, µM (titrated, usually from 57.5 µM), for inactives: at the top dose activation, actives largely listed as activators; note: potency is the fitted concentration of half-maximal effect; nearly all actives have a fitted effect of over 55% in size
Target sequence (P14618 whole entry, looked up): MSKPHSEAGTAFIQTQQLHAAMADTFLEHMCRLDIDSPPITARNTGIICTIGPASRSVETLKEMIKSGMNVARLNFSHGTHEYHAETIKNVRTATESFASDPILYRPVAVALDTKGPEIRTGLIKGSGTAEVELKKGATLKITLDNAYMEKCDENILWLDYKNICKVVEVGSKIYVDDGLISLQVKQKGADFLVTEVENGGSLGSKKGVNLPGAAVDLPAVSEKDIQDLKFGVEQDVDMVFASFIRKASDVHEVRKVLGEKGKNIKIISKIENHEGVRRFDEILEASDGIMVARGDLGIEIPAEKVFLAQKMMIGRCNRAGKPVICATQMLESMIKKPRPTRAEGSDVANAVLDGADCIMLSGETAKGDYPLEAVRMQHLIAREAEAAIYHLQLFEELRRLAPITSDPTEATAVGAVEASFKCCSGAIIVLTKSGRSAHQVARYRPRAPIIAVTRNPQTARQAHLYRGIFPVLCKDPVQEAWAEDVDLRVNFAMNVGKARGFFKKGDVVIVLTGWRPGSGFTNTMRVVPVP
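Kinase-Glo luminescence reports ATP generated from ADP (0.1 mM) and PEP (0.5 mM) by purified hPK-M2 after 1 h at room temperature, pH 7.2 imidazole buffer; intermediate enzyme activity allows detecting inhibitors and activators.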
* hit, by the source's call; i = inactive; u = inconclusive; x = not tested or not shown. Unless noted, calls come from the whole dose curve; as a rule, active = well fitted curve in the direction sought with a large enough effect; inconclusive = small, poorly fitted or top-dose-only effect, or another doubt; inactive = no such curve, though single readings can be large; an effect the other way counts as inactive or inconclusive. Unless noted, % is set by controls: 0 for no effect and ±100 for the full control effect.

SMILES | BCR signal inh | B2AR arrestin | Eya2 phos inh | FBPA coupling cs | KCNH2 3.1 block | Giardia killer | GALK inhibitor | KCNH2 WT inh | USP2a inh | uPA surface inh | PKM2 activator
COc1ccccc1C1=NOC(Cn2c(NCC3CCCO3)nc3c2c(=O)n(C)c(=O)n3C)C1 (stereo not given) | 4.9% | -0.9% | 2.7% | 0.2 | 0.3 | 24.4 | -1.2% | -4.2 | 0.0% | -3.2% | 4.8%
COc1ccc(CN2CCNC(=O)C2CC(=O)N(C)CCC2CCOCC2)cc1OC (stereo not given) | -1.6% | -0.1% | -4.4% | x | -0.3 | -15.1 | 0.9% | -14.5 | 0.2% | 5.2% | x
Cc1cccc(C(=O)OCC(=O)NC(C)CCc2ccccc2)c1 (stereo not given) | -9.6% | 0.0% | 6.5% | -0.6 | 2.5 | 14.7 | 1.1% | -13.1 | -0.5% | 3.6% | -8.2%
O=C(COC(=O)c1cc(Cl)ccc1Cl)Nc1ccc2[nH]c(=O)[nH]c2c1 | 3.5% | -1.9% | 11.4% | x | 6.1 | -13.5 | x | 7.9 | 1.8% | 10.2% | x
COc1cc(C2(O)CCCCC2C)cc(OC)c1OC (stereo not given) | -2.9% | -0.9% | -2.8% | -0.2 | -2.6 | u | 2.6% | -4.3 | 2.5% | -2.2% | -9.9%
COCCn1c(SCC(=O)Nc2ccc3c(c2)CCC3)nc2ccccc2c1=O | 2.6% | 0.5% | 1.5% | -0.9 | -15.3 | 10.3 | 1.0% | 2.8 | -0.4% | 3.2% | 13.5%
COc1ccc(C(=O)NCC(c2cccs2)N2CCOCC2)cc1OC (stereo not given) | 6.4% | 0.1% | 14.1% | x | 2.9 | 8.9 | x | 6.6 | -0.1% | 0.6% | x
CSc1ccccc1OC1CCN(Cc2ccccc2)CC1 | -0.5% | 0.1% | -5.0% | 3.3 | -12.1 | -7.6 | -2.4% | 8.2 | -2.8% | -4.3% | -21.5%
O=c1c2ccccc2nc(SCc2ccc(F)cc2Cl)n1CCCN1CCOCC1 | u | 0.5% | -1.0% | -5.4 | -45.9 | -0.6 | -1.0% | 18.1 | -3.4% | 9.5% | -1.6%
CC(C)(C)c1cc(C(=O)NNC(=O)Nc2cccc(Cl)c2)n(Cc2ccccc2)n1 | -2.6% | -0.2% | u | -1.8 | 5.0 | -17.8 | -3.2% | 0.0 | 0.3% | -5.8% | 0.7%
O=c1c2ccc([N+](=O)[O-])cc2ncn1CCOc1cccc(Br)c1 | 0.0% | 0.0% | 9.8% | 1.7 | 8.8 | 10.2 | 8.4% | i | 1.6% | 3.2% | -2.0%
CN(C)c1nc(-c2ccccn2)nnc1-c1ccccc1 | -5.6% | 0.1% | -29.8% | -1.1 | 0.4 | -7.5 | 1.2% | -10.9 | 0.1% | -11.5% | -5.8%
COC(=O)CSc1cc([N+](=O)[O-])ccc1NC(=O)OC | 3.4% | 0.2% | -3.1% | 6.7 | 11.3 | 7.9 | -2.7% | -3.9 | -0.7% | 1.2% | -7.7%
COc1cc(Br)ccc1C1CC(=O)C(C)C(c2ccc(Br)cc2OC)N1 (stereo not given) | u | -0.1% | 7.8% | -0.1 | -26.1 | -13.2 | -0.6% | -0.2 | -6.6% | 0.8% | x
Cc1ccc(NC(=O)COC(=O)C2(CC(=O)NC(C)(C)C)CCCC2)cc1C | u | -0.4% | -32.3% | x | -2.5 | -3.2 | x | -4.1 | 3.4% | -1.7% | x
CCc1ccc(NC(=O)C2CCN(S(=O)(=O)c3ccc4c(c3)NC(=O)C(C)S4)CC2)cc1 (stereo not given) | 2.3% | -0.1% | 6.6% | x | -25.7 | -0.8 | -3.9% | -4.5 | -0.4% | -13.2% | x
Cc1ccc2c(c1)C(C)CC(C)(C)N2C(=O)CN1CCN(C)CC1 (stereo not given) | -2.5% | -1.0% | -5.1% | 0.3 | 0.9 | 25.8 | -1.7% | 1.1 | -16.0% | -21.7% | 3.4%
COc1cc2c(C(=O)N3CCN(c4cccc(Cl)c4)CC3)cn(C)c(=O)c2cc1OC | -2.8% | -0.2% | 3.1% | 0.4 | -5.9 | -15.0 | 1.4% | 16.5 | 0.3% | -1.3% | 3.0%
CCOC(=O)C1(Cc2cccc(Cl)c2)CCCN(C(=O)c2cc(C)on2)C1 (stereo not given) | -5.1% | -0.1% | -1.0% | x | 4.2 | 0.2 | 0.9% | -5.7 | -3.6% | -2.4% | 1.5%
CCO[C@@H]1OC(C(=O)N2CCN(Cc3ccccc3)CC2)=C[C@H](c2coc3ccccc3c2=O)[C@H]1CCCO | 12.7% | 0.5% | -9.5% | -3.0 | -15.0 | -12.1 | 4.9% | -3.6 | 0.2% | -8.0% | 2.9%
COc1ccc(/C=N/NS(=O)(=O)c2ccccc2)cc1OC | -4.5% | 0.5% | 11.7% | 1.0 | -0.1 | -13.3 | x | -0.9 | -1.1% | 8.3% | x
Cc1ccc(NC(=O)COC(=O)CCc2ccccc2)c(Cl)c1 | -1.5% | 0.4% | 1.2% | 0.0 | -10.0 | 19.1 | 6.6% | 17.9 | 1.0% | 0.1% | x
COc1ccc2[nH]c(=O)c(CN(C(=O)c3cccnc3)c3ccc(C)cc3C)cc2c1 | -3.8% | -0.4% | -14.9% | 1.0 | 11.6 | -1.0 | 0.0% | -11.5 | 1.3% | -1.8% | 2.4%
COc1ccc(-c2c(C#Cc3ccsc3)c3cc(-c4ccc(C(N)=O)cc4)ccc3n2C)cc1 | 3.4% | 0.0% | -8.6% | x | -4.6 | -4.6 | x | -15.3 | 2.5% | 11.8% | x
COc1ccc(CCNC(=O)c2c(C)noc2C)cc1 | -8.2% | -0.2% | 12.3% | 3.9 | 1.8 | 11.4 | -1.6% | 8.0 | 0.9% | -1.5% | -3.6%
O=C1CC(C(=O)N2CCN(c3ccccn3)CC2)CN1Cc1ccccc1Cl (stereo not given) | 4.5% | 0.0% | 14.3% | x | -8.2 | -7.4 | x | -3.9 | 0.5% | -8.8% | x
Cc1ccc(Nc2nc(CSc3nnc(-c4ccc(F)cc4)n3C)cs2)cc1 | -2.2% | -0.3% | -2.1% | 0.2 | -33.7 | -13.4 | 0.7% | -1.3 | -1.1% | -5.8% | 1.4%
COc1cccc(NC(=O)c2cnc(SCC(=O)NCc3ccc4c(c3)OCO4)n(C)c2=O)c1 | u | 0.0% | 0.9% | x | -6.3 | 9.0 | x | 3.3 | 0.7% | -11.1% | x
CC(=O)c1sc(-c2ccc(F)cc2)cc1NS(=O)(=O)c1ccc(C)cc1 | u | 0.3% | 3.1% | 7.5 | -35.6 | -9.3 | -0.8% | 9.6 | 8.1% | -3.7% | 1.1%
Cc1nnc(N/N=C/c2c[nH]c3ccccc23)[nH]c1=O | u | -0.1% | -9.7% | -0.7 | -0.6 | 14.0 | x | 2.9 | -0.1% | 3.5% | 2.3%
N#CCCN(Cc1ccccc1)C(=O)Nc1ccc2c(c1)CCO2 | 3.6% | 0.5% | 1.9% | 5.5 | -15.9 | -3.2 | -1.1% | 6.0 | -0.3% | 17.6% | -0.4%
Cc1cccc(S(=O)(=O)N2CN(CC3CCCO3)c3nc4ccccc4nc32)c1 (stereo not given) | 6.6% | 0.2% | 6.7% | -2.7 | 16.1 | 12.5 | -1.7% | -4.3 | 2.6% | 0.2% | x
O=C(c1ccncc1)c1nccn1-c1ccccn1 | u | -0.5% | 17.1% | -0.6 | 1.0 | 6.4 | 0.2% | 24.3 | 2.6% | -6.3% | -2.6%
COc1ccccc1NC(=O)C(=O)N(c1cccnc1)C(C(=O)NC(C)(C)C)c1ccccc1F (stereo not given) | u | -0.1% | 4.2% | 1.8 | -2.3 | -19.7 | 1.9% | 23.0 | 0.7% | -10.8% | 0.7%
COC(=O)[C@H](CC(C)C)NC(=O)NCCC1=CCCCC1 | u | -0.2% | 9.8% | -0.7 | 10.7 | 10.1 | -0.4% | 3.5 | -0.5% | 4.1% | 6.0%
CCc1nn(CCCC(=O)N(C)Cc2ccccc2)c(=O)c2cc3occc3n12 | -15.6% | -0.9% | -7.3% | 1.7 | 26.4 | -3.0 | -8.4% | -1.5 | 1.7% | -3.1% | x
Cc1c(C(=O)c2ccccc2)c2ccccn2c1CCc1ccccn1 | u | -1.3% | -1.2% | -15.8 | -4.7 | -1.7 | 8.7% | -1.1 | -2.7% | -7.6% | 3.7%
Cc1cccc(NC(=O)CC23CC4CC(C2)CC(n2nnc(C)n2)(C4)C3)c1 | u | -0.2% | -5.4% | -8.1 | -21.7 | -0.7 | 0.4% | 32.0 | -0.6% | 1.5% | -0.1%
COc1cc(OC)cc(C(=O)NNC(=O)c2ccc(-n3cncn3)c([N+](=O)[O-])c2)c1 | -15.9% | -1.2% | -32.8% | x | 4.3 | 3.3 | x | 1.1 | -0.2% | 2.4% | x
